LYPLA1 counter: LYPLA1 (human) inhibition in PME1 counter-screen. O75608. recombinant LYPLA1, FP-Rh probe fluorescence polarization. inhibition, % at 5.9 µM. hit rate 0.16% among 320,000;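 active means inhibition above the mean of all tested compounds plus 3 SD, set per campaign, cut at about 14% in these data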;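 further: inhibitors block serine hydrolase probe labeling of LYPLA1 so polarization falls; 0% = enzyme with DMSO and 100% = wells lacking LYPLA1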
PAFAH1B2 FP inh: inhibitors of human PAFAH1B2; AID 492953; hit rate 1.2% among 340,000; recombinant PAFAH1B2, FP-rhodamine activity probe, fluorescence polarization; inhibition, % at 3.39 µM;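 active means inhibition above the mean of all tested compounds plus 3 SD, cut at about 24% in these data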;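 further: 0% = enzyme with DMSO and 100% = wells lacking PAFAH1B2; many of its hits are not listed in these tables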
Target sequence (P68402 whole entry, looked up): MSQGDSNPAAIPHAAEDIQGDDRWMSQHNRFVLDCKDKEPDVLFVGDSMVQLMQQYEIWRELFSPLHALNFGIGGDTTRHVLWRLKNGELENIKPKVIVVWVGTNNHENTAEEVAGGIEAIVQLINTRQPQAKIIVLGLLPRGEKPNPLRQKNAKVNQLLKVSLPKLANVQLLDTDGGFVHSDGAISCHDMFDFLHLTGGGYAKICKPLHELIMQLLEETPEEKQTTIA
GSTO1 inh: counter-screen for RBBP9 inhibitors: inhibitors of human GSTO1. P78417. recombinant GSTO1, activity-based probe fluorescence polarization. inhibition, % at 5.96 µM. hit rate 1.1% among 300,000. AID 1974;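 active means inhibition above the campaign mean inhibition plus 3 SD, cut at about 35% in these data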;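 further: 0% = GSTO1-1 with DMSO and 100% = wells lacking GSTO1-1 enzyme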
PME-1 primary: blocks human protein phosphatase methylesterase 1. recombinant PME-1, FP-Rh probe fluorescence polarization. inhibition, % at 5.9 µM. hit rate 0.53% among 320,000;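 active means inhibition above the campaign mean of all compounds plus 3 SD, cut at about 26% in these data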;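 further: competitive labeling of PME-1 active site by serine hydrolase directed probe; 0% = PME-1 with DMSO and 100% = wells lacking PME-1 enzyme; inhibitors block probe labeling so polarization falls and inhibition rises; many of its hits are not listed in these tables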
PAFAH1B3 FP inh: PAFAH1B3 (human) inhibition; hit rate 0.28% among 340,000; inhibition, % at 3.39 µM; recombinant PAFAH1B3, FP-rhodamine probe, fluorescence polarization;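 active means inhibition above the screen-wide average of all tested compounds plus 3 SD, cut at about 25% in these data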;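 further: 0% = enzyme with DMSO only and 100% = wells lacking PAFAH1B3 protein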
Fam108B inh: Fam108B inhibition, counter-screen for RBBP9 inhibitors. recombinant Fam108B, FP-Rh probe fluorescence polarization. inhibition, % at 9.51 µM. hit rate 0.33% among 300,000. AID 1947;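 active means inhibition above the screen mean inhibition plus 3 SD, computed separately per campaign, cut at about 18% in these data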;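 further: inhibitors lower polarization as less probe binds the enzyme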
PAFAH2 inh: inhibitors of human PAFAH2 | recombinant PAFAH2, FP-rhodamine activity probe, fluorescence polarization | hit rate 0.99% among 340,000 | inhibition, % at 3.39 µM | Q99487 | AID 492956;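 active means inhibition above the mean over all tested compounds plus 3 SD, cut at about 30% in these data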;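 further: inhibitors block probe labeling of enzyme so polarization drops; 0% = enzyme with DMSO and 100% = wells lacking PAFAH2 protein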
pPAFAH FP inh: pPAFAH (human) enzyme inhibition | Q13093 | recombinant pPAFAH, FP-rhodamine probe fluorescence polarization | inhibition, % at 3.39 µM | hit rate 1.5% among 330,000 | AID 463082;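 active means inhibition above the mean inhibition across the screen plus 3 SD, cut at about 25% in these data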;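 further: inhibitors block binding of the rhodamine activity-based probe so polarization drops; 0% = enzyme with DMSO and 100% = wells lacking pPAFAH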
PAD4 inh: inhibitors of human PAD4. hit rate 0.41% among 330,000. inhibition, % at 6.36 µM. recombinant PAD4, RCA probe fluorescence polarization;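 active means percent inhibition above a cutoff equal to the mean of all tested compounds plus 3 SD, cut at about 15% in these data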;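 further: 0% = PAD4 with RCA probe and DMSO and 100% = probe without PAD4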
Target sequence (Q9UM07 whole entry, looked up): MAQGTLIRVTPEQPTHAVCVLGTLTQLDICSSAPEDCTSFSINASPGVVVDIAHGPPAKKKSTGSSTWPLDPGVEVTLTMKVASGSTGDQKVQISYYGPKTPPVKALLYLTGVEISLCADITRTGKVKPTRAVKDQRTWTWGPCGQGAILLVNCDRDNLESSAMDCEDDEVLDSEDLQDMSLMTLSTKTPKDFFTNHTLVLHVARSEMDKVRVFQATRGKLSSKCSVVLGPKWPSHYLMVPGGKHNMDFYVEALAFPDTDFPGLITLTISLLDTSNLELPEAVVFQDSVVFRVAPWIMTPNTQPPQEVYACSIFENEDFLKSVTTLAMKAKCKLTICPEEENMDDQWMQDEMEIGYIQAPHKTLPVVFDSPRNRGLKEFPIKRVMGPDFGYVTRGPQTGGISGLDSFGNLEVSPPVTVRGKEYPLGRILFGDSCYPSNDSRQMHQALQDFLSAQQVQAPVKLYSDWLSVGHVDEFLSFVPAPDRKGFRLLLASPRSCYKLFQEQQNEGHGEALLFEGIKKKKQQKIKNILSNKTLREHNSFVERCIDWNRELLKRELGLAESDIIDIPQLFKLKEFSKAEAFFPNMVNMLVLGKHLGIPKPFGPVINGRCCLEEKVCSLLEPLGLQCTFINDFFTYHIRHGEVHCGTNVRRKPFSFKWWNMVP
Numbers without * were called inactive; / = no result given. Some of the compounds tested (hit frequency here may not be typical).

SMILES	LYPLA1 counter	PAFAH1B2 FP inh	GSTO1 inh	PME-1 primary	PAFAH1B3 FP inh	Fam108B inh	PAFAH2 inh	pPAFAH FP inh	PAD4 inh
CCc1ccc(OCC(=O)Nc2ccc(S(=O)(=O)N3CCOCC3)cc2)cc1	1	3	-12	0	3	-1	6	6	0
O=C(CSc1nnc(-c2cccc(F)c2)o1)Nc1nncs1	-1	4	27	-4	0	-3	1	2	-2
COc1cc(C)c(C)cc1S(=O)(=O)N1CCCCC1c1cccnc1 (centres undefined)	-2	4	3	2	7	-2	-2	-3	-2
COc1ccc(NC(=O)NC(=O)c2cc(OCC(F)(F)F)ccc2OCC(F)(F)F)cc1	1	5	3	-2	-2	-2	-2	0	-3
COc1ccccc1NC(=O)Nc1cc(F)ccc1F	-3	3	-5	3	13	-4	-12	2	-1
CCc1ccc([C@@H]2CC=C(C(=O)O)[C@H](c3ccc(C(C)(C)C)cc3)N2S(=O)(=O)c2ccc(C)cc2)cc1	/	87*	/	/	5	/	9	18	-4
Cc1cccc(-c2noc(CNS(=O)(=O)c3ccccc3)n2)c1	1	-1	-1	1	-4	-3	6	2	2
OCC1(Cc2ccc(F)cc2)CCCN(CCCC(F)(F)F)C1 (centres undefined)	2	2	-2	-10	2	-1	0	-1	-3
N#CCCN(C(=O)COC(=O)COc1ccccc1Cc1ccccc1)c1ccccc1	-2	16	/	4	7	/	3	9	-4
C[N+](C)(CC#Cc1ccccc1)CC(=O)c1ccc(Cl)cc1	-3	-1	2	6	0	2	-2	11	1
CCOC(=O)c1c(C)[nH]c(C)c1S(=O)(=O)N1CCCCC1	3	0	2	-1	8	-1	-2	0	2
C/C(=N/NC(=O)CCC(=O)Nc1cccc(Cl)c1)c1ccc(C)cc1	0	4	4	1	7	0	-9	0	-5
S=C(NCc1ccccc1)Nc1cccc2cnccc12	4	5	3	-3	2	-2	1	3	-4
CN(C)S(=O)(=O)c1ccc(NC(=O)c2cc3ccccc3o2)cc1	-5	1	-2	0	4	3	1	-9	-3
COc1ccc(Cc2nnc(N/N=C/c3ccc(Br)cc3)[nH]c2=O)cc1OC	-4	2	3	-2	-2	-8	-2	4	-1
CCCCC1OC23CCCCC2C(C#N)(C(=N)O3)C1(C#N)C#N (centres undefined)	5	30*	3	5	26*	2	36*	5	10
O=C(NCCc1ccc2c(c1)OCCO2)c1ccc(F)cc1	2	1	-3	-2	2	2	-3	0	-7
COc1cc(S(=O)(=O)NC2CCCCC2C)ccc1Cl (centres undefined)	-1	8	-4	0	-4	-2	12	10	-2
CC(=O)Oc1ccccc1C(=O)N(C1CCCCC1)C1CCCCC1	-1	16	0	-9	-1	4	-3	3	-2
COc1ccccc1/C=C/C(=O)NCC(=O)N/N=C/c1cccnc1	5	2	3	-7	3	6	3	2	3
O=C(NCc1cccs1)c1ccc(Br)o1	-3	3	5	1	-1	-5	1	3	0
COc1ccc(S(=O)(=O)Nc2ccc3c(c2)C(=O)N([C@H](C)CO)C[C@H](C)[C@@H](CN(C)S(=O)(=O)c2ccc(F)cc2)O3)cc1	/	29*	/	/	2	/	1	6	3
O=C1CCN(Cc2ccc(Br)cc2)CCN1CCO	0	0	5	-2	-4	1	-1	2	-1
OCC[C@@H]1C[C@H](O)[C@@H](O)[C@@]2(Cc3ccccc3CCO2)O1	0	3	2	3	0	6	0	-2	1
Clc1ccc2nncn2n1	1	3	9	-2	-11	-2	7	6	2
NS(=O)(=O)c1ccc(NC(=S)N2CCc3ccccc32)cc1	-2	6	1	1	8	1	9	0	3
O=C(COC(=O)COc1ccc(Br)cc1)NCCC1=CCCCC1	6	30*	-4	-5	-5	-3	-1	11	2
Cc1cc(C(=O)NCCc2ccc(Cl)cc2)no1	3	17	9	1	-1	0	3	3	0
Cc1nnc(SCc2nnc(-c3ccccc3)o2)n(N)c1=O	4	3	5	5	5	0	4	1	3
CC1Cc2ccccc2N1C(=O)c1ccc(N2CCCC2)c([N+](=O)[O-])c1 (centres undefined)	-1	-1	0	7	1	0	-12	-2	0
Cc1cc(OC(C)C(=O)NCc2cccnc2)c2c(C)c(C)c(=O)oc2c1 (centres undefined)	4	4	-3	-4	7	-1	5	5	2
CCN(CC)c1ccc(NC(=O)COc2ccccc2C)cc1S(=O)(=O)Nc1ccccc1OC	-22	-7	-6	-31	-7	-23	-23	-7	-1
Cc1ccc(NC(=O)CSc2nnc([C@H](C)NC(=O)OC(C)(C)C)o2)c(C)c1	-1	/	10	-1	/	-3	/	2	-2
Fc1cccc(F)c1/C=N/Nc1ccccn1	-2	3	2	2	5	2	-2	-2	-3
O=C(NCCN1C(=O)C2C3C=CC(C3)C2C1=O)N1CCOCC1 (centres undefined)	2	6	6	-5	1	1	-3	5	6
CC(C)Cn1c(N)c(C(=O)COC(=O)C2CC(=O)N(c3ccc4c(c3)OCCO4)C2)c(=O)n(C)c1=O (centres undefined)	1	3	6	-2	-2	-3	0	15	-2
CC1CN(C(=O)COC(=O)c2ccc(Cl)c(N)c2)CC(C)O1 (centres undefined)	1	6	4	5	10	0	5	4	-1
Cn1cc(S(=O)(=O)NCc2ccco2)c(=O)n(C)c1=O	1	1	8	-5	5	1	2	-1	4
N#Cc1ccc(-c2cccnc2)nc1SCC(=O)c1ccccc1	-9	-2	4	-6	2	-8	16	-5	-11
COc1ccc(/C=C/C(=O)c2ccc(O)cc2)cc1COc1ccc(F)cc1	-23	-12	-19	-28	-16	-18	-10	-13	0
COCCN1Cc2cccc(C(=O)Nc3ccc(S(=O)(=O)N4CCOCC4)cc3)c2C1=O	2	-1	5	-8	17	0	-2	5	-4
C=CC[C@H](CC(=O)N(CCO)Cc1ccccc1)C(=O)NCCOC(=O)[C@@H](CC=C)CC(=O)OC(C)(C)C	/	2	/	/	8	/	-5	-3	4
Cc1cc([N+](=O)[O-])nn1CCCC(=O)Nc1sc2c(c1C(N)=O)CCCC2	0	2	-4	3	3	0	2	1	1
S=C1NC[C@H](c2ccccc2)N1CCCCC1CCCCC1	-5	-3	-1	5	-5	-2	-4	-3	-4
CN(CC(=O)Nc1cccc(F)c1)CC(=O)N1CCCCC1	2	4	/	7	-1	/	5	2	-4
O=C(/C=C/c1ccccc1)NC(NC(=S)Nc1cc(Cl)ccc1Cl)C(Cl)(Cl)Cl (centres undefined)	-25	-2	-7	-16	3	-4	-31	-24	-1
O=C(COC(=O)c1ccncc1)NCc1ccccc1	-4	6	3	-2	5	-2	-9	1	-2
CN(Cc1ccccc1Br)C(=O)CSc1nnnn1C1CC1	-2	0	/	4	6	/	1	1	-6
CCN(CC)C(=O)c1ccc(-c2ccccc2)cc1	3	1	3	5	5	1	0	2	-6
O=C(CSc1nnc2ccccn12)NC(=O)c1ccccc1	-4	-2	/	-4	1	/	0	-3	-4
CC(C)OC(=O)c1cc(C(=O)c2cc(Cl)ccc2O)coc1=N	5	0	-3	-5	3	1	3	4	-1
CC(=O)Nc1ccc(C(=O)Nc2cccc(S(=O)(=O)NC3=NCCC3)c2)cc1	4	3	0	8	4	1	-1	-2	6
Cc1oc2ccc(NS(=O)(=O)c3ccc(C(C)(C)C)cc3)cc2c1C(=O)Nc1ccccc1	-13	2	-1	19	-6	3	-9	-5	-1
CCOC(=O)CCC(=O)Nc1cc(S(=O)(=O)N2CCOCC2)ccc1N1CCCCC1	5	12	/	4	1	/	-7	-1	2
Cc1cccc(N(C(=O)CNC(=O)c2ccco2)C(C(=O)NC2CCCC2)c2cccnc2)c1C (centres undefined)	-1	3	-1	-2	1	0	2	1	1
COC(=O)c1ccc(CNC(=O)c2ccc(OC)c(S(=O)(=O)NC3CCCC3)c2)cc1	1	-1	/	16	3	/	5	13	3
CN(C)c1ccc(/C=C/c2cc[n+](C)cc2)cc1	-75	-79	-63	-131	-83	-113	-121	-59	2
COc1ccc(OC)c(/C=C(\C)C(=O)c2c(C)cc(C)[nH]c2=O)c1	3	1	-3	-8	6	-2	11	-6	-6
CCOC(=O)c1cnc2c(-c3ccccc3)c(-c3ccccc3)nn2c1C	1	6	-3	-2	8	-2	-8	3	-1
O=C(CCc1nc2ccccc2s1)N1CCN(S(=O)(=O)c2cccs2)CC1	3	4	3	1	2	-2	7	3	-6

(listing goes on)
SMILES	LYPLA1 counter	PAFAH1B2 FP inh	GSTO1 inh	PME-1 primary	PAFAH1B3 FP inh	Fam108B inh	PAFAH2 inh	pPAFAH FP inh	PAD4 inh
COc1ccc(C=O)cc1C1=CC(=O)C[C@H](c2ccc(Cl)cc2)C1	1	4	/	10	2	/	-6	2	2
Clc1ccccc1-c1nnc2n1CCCCC2	2	1	6	4	3	3	-6	5	7
O=c1cc(-c2ccc(C3CCCCC3)cc2)[nH][nH]1	1	15	19	4	6	6	9	35*	-18
CC(C)c1nnc(NC(=O)CCC(=O)N2CCN(Cc3ccc(F)cc3)CC2)s1	2	-2	3	8	8	2	8	4	2

By substructure, the entries above with a Cl atom (ten)
SMILES	LYPLA1 counter	PAFAH1B2 FP inh	GSTO1 inh	PME-1 primary	PAFAH1B3 FP inh	Fam108B inh	PAFAH2 inh	pPAFAH FP inh	PAD4 inh
C[N+](C)(CC#Cc1ccccc1)CC(=O)c1ccc(Cl)cc1	-3	-1	2	6	0	2	-2	11	1
C/C(=N/NC(=O)CCC(=O)Nc1cccc(Cl)c1)c1ccc(C)cc1	0	4	4	1	7	0	-9	0	-5
COc1cc(S(=O)(=O)NC2CCCCC2C)ccc1Cl (centres undefined)	-1	8	-4	0	-4	-2	12	10	-2
Clc1ccc2nncn2n1	1	3	9	-2	-11	-2	7	6	2
Cc1cc(C(=O)NCCc2ccc(Cl)cc2)no1	3	17	9	1	-1	0	3	3	0
CC1CN(C(=O)COC(=O)c2ccc(Cl)c(N)c2)CC(C)O1 (centres undefined)	1	6	4	5	10	0	5	4	-1
O=C(/C=C/c1ccccc1)NC(NC(=S)Nc1cc(Cl)ccc1Cl)C(Cl)(Cl)Cl (centres undefined)	-25	-2	-7	-16	3	-4	-31	-24	-1
CC(C)OC(=O)c1cc(C(=O)c2cc(Cl)ccc2O)coc1=N	5	0	-3	-5	3	1	3	4	-1
COc1ccc(C=O)cc1C1=CC(=O)C[C@H](c2ccc(Cl)cc2)C1	1	4	/	10	2	/	-6	2	2
Clc1ccccc1-c1nnc2n1CCCCC2	2	1	6	4	3	3	-6	5	7

Assay outcomes deposited in PubChem BioAssay by The Scripps Research Institute Molecular Screening Center.
